# Screening results deposited in PubChem by several laboratories.
# AGP1 TOR yeast – alters AGP1-GFP fluorescence in TOR pathway yeast screen. S. cerevisiae AGP1-GFP multiplex flow cytometry, 3 h; GFP as percent of DMSO wells. GFP response vs DMSO, % at 10 µM. 320,000 compounds, 0.02% hits;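 active = GFP response relative to DMSO above a set limit, near screen average plus 3 SD, cut at about 150% in these data; inconclusive = fewer than 70 cells counted for the yeast strain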;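 note: median GFP channel fluorescence of the gated AGP1 strain per well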
# AHR act – human AHR activation; P35869; 320,000 compounds, 2.5% hits; AHR-responsive luciferase reporter cells, luminescence; activation, % at 5 µM; in the data active = activation above about 47%;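 note: 0% = vehicle wells and 100% = reference agonist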
# Target sequence (P35869 whole entry, looked up): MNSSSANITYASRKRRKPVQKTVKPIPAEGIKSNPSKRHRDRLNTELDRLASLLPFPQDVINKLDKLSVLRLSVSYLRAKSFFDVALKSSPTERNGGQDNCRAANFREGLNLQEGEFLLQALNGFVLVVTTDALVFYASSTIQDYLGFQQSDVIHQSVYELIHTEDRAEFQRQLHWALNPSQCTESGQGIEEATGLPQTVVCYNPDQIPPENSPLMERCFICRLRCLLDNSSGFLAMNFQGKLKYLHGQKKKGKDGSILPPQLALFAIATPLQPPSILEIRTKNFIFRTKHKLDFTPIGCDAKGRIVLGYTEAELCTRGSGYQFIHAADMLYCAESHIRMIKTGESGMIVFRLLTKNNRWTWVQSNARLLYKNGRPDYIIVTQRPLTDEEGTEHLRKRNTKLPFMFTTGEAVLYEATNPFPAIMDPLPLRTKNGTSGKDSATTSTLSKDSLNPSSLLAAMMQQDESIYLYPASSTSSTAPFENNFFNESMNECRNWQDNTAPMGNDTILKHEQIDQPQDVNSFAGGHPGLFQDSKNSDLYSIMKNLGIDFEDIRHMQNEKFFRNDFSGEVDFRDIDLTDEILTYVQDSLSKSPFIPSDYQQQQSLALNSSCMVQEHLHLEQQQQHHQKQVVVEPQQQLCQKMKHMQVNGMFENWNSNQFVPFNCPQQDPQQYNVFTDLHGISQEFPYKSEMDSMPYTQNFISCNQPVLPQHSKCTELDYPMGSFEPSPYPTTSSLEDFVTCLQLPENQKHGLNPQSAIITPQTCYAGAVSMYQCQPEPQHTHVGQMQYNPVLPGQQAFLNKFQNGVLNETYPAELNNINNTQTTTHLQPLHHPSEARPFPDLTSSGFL
# Efflux pump inh – inhibitors of Candida antifungal efflux pumps expressed in yeast | S. cerevisiae Candida pump triplex, Nile Red efflux | inhibition, % at 10 µM | 330,000 compounds, 0.44% hits;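 active = plate passing quality check with inhibition over a set limit, or well fluorescence over plate mean plus 4 SD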;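 note: Nile Red retained in pooled yeast measured as flow cytometry median fluorescence; 0% = buffer negative control and 100% = Enniatin B positive control; higher means more Nile Red kept so more efflux inhibition; some compounds called inactive have numbers as strong as hits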
# LAP4 TOR yeast – alters LAP4-GFP fluorescence in TOR pathway yeast screen; S. cerevisiae LAP4-GFP multiplex, flow cytometry GFP, 3 h; median GFP as percent of DMSO wells; GFP response vs DMSO, % at 10 µM; AID 2023; 320,000 compounds, 0.34% hits;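 active = GFP response vs DMSO above a set limit, about the screen mean plus 3 SD, cut at about 150% in these data; inconclusive = under 70 cell events counted for the yeast strain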
# Yeast superoxide – yeast age-related superoxide inhibition as caloric restriction mimetic | S. cerevisiae aged cells, superoxide DHE fluorescence; active compounds read low | superoxide response (% of plate mean), % at 10 µM | 330,000 compounds, 0.18% hits | AID 2690;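 active = superoxide response under a set limit, about three screen SD below normal, cut at about 65% in these data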;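 note: yeast aged for seven days with compound at 30 °C before DHE staining; 100% = average MFI of all compound-treated wells on the plate with controls excluded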
# MEP2 TOR yeast – alters MEP2-GFP fluorescence in TOR pathway yeast screen; S. cerevisiae MEP2-GFP strain, flow cytometry GFP, 3 h; 100% = DMSO control level; GFP response vs DMSO, % at 10 µM; 330,000 compounds, 0.51% hits;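 active = GFP response versus DMSO above a set limit, roughly screen mean plus 3 SD, cut at about 180% in these data; inconclusive = fewer than 70 cells counted for a yeast strain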;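 note: median GFP fluorescence of the barcode-gated MEP2-GFP cells per well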
# CIT2-GFP yeast – alters CIT2-GFP fluorescence in TOR pathway yeast screen; S. cerevisiae CIT2-GFP strain, flow cytometry, 3 h; 100 means same as DMSO wells; GFP response vs DMSO, % at 10 µM; 320,000 compounds, 0.065% hits;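 active = GFP response relative to DMSO above a set limit, near the screen mean plus 3 SD, cut at about 150% in these data; inconclusive = Fewer than 70 cells measured for a yeast strain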;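 note: ratio of well median GFP fluorescence to mean of DMSO wells on the plate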
# RPL19A TOR yeast – alters RPL19A-GFP fluorescence in TOR pathway yeast screen; S. cerevisiae RPL19A-GFP strain, flow cytometry, 3 h; active compounds read low; percent response vs DMSO, % at 10 µM; 330,000 compounds, 0.3% hits; AID 2025;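 active = percent response vs DMSO below 50%; inconclusive = fewer than 70 events counted for the yeast strain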;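 note: median channel GFP fluorescence of the barcoded RPL19A-GFP strain; ratio of sample median GFP to plate DMSO average so 100% = DMSO; lower means less RPL19A-GFP as with rapamycin TOR inhibition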
# * = called active by the depositor; ? = inconclusive; . = no result given; [ ] = remark or other dose.
molecule	AGP1 TOR yeast	AHR act	Efflux pump inh	LAP4 TOR yeast	Yeast superoxide	MEP2 TOR yeast	CIT2-GFP yeast	RPL19A TOR yeast
CC1(C)CC(=O)C2=C(C1)OC(N)=C(C#N)C2c1ccccc1[N+](=O)[O-] (stereo not drawn)	99	19	-0.1	99	117	102	102	97
Fc1ccc(C(c2nnnn2C2CCCC2)N2CCc3ccccc32)cc1 (stereo not drawn)	89	0	0.2	88	86	93	91	86
Cc1nc(CSc2nnc3scc(-c4ccccc4)n23)cs1	99	0	-0.1	91	99	109	102	99
CCOC(=O)c1ccc(NC(=O)CSc2nc(SC)ns2)cc1	95	23	0.1	110	104	102	96	95
COc1ccc(OC)c(C(=O)C2COC(=O)C2)c1 (stereo not drawn)	86	0	0.1	89	100	96	89	89
CC(C)CNC(=O)C(=O)NCc1ccccn1	97	6	-0.1	97	108	98	85	95
Cc1ccc(NC(=O)COC(=O)c2ccc3c(=O)n4c(nc3c2)CCC4)c(Br)c1	105	-1	0.5	101	114	101	100	94
Cc1cc(OCC(=O)NC(Cc2c[nH]c3ccc(O)cc23)C(=O)O)c2c(C)c(C)c(=O)oc2c1 (stereo not drawn)	103	-1	-0.1	104	97	107	96	94
COc1ccc(NC(=O)CSc2nccn2Cc2ccc(F)cc2)c(OC)c1	94	-1	0.1	92	96	90	89	92
O=C(Nc1ccc(S(=O)(=O)N2CCOCC2)cc1)c1cccnc1	102	-1	0.0	105	109	92	97	96
COc1cccc(NC(=O)Cc2nc(-c3ccccc3)sc2-c2ccc(C)cc2)c1	98	10	0.4	96	111	101	100	97
CCOc1ccc2nc(NC(=O)c3ccc(C)o3)sc2c1	88	-7	-0.1	103	93	90	84	97
COc1ccccc1-c1coc2c(CN3CCN(C)CC3)c(O)ccc2c1=O	104	1	-0.2	101	94	100	98	101
CCN1C(=O)/C(=C/C=C2/Sc3ccccc3N2CCO)SC1=S	114	16	0.0	110	112	108	111	117
CCOc1ccc(CNc2nnnn2C)cc1OC	97	-1	-0.2	91	92	99	100	101
Cc1ccc(-c2nc(CS(=O)(=O)CC(=O)NC3CCC(C)CC3)c(C)o2)cc1 (stereo not drawn)	103	3	0.4	107	97	115	99	106
N#Cc1nc(-c2cccc(Cl)c2)oc1N1CCC(C(N)=O)CC1	97	7	0.0	92	106	99	100	104
Cc1ccc(C(=O)O)cc1NCc1ccncc1	83[may fluoresce red and violet]	-1	-0.1	82[may fluoresce red and violet]	103	87[may fluoresce red and violet]	?	?
COc1cccc(C(C)NC(=O)C2CCCC2)c1 (stereo not drawn)	98	-1	0.2	93	98	101	99	98
CCCC1CC(CCc2ccccc2)OS(=O)(=O)N1 (stereo not drawn)	88	-2	-0.1	107	105	99	91	95
Cc1cc([N+](=O)[O-])nn1CCC(=O)NC1CCCCCC1	93	-2	-1.5	90	106	100	92	101
CC1CCN(CCCNC(=O)c2ccc3c(Cl)c4c(nc3c2)CCCC4)CC1	103	1	0.0	101	107	99	107	94
C=CCNC(=O)COc1ccc(S(=O)(=O)Nc2ccc(OCC)cc2)cc1	105	0	-0.3	99	78	105	107	104
CSCC[C@H](NC(=O)c1cc2c([nH]c3ccccc32)c(-c2ccccc2)n1)C(=O)O	102	9	-0.2	106	86	94	109	91
CNC(=O)c1sc(Nc2ccc(OCc3ccccc3)cc2)nc1C	99	3	0.0	95	96	106	103	103
O=C(NCCNC(=O)c1cnccn1)c1cccc(Cl)c1	95	1	0.0	91	99	103	99	104
CCc1c(C)c(C#N)c2nc3ccccc3n2c1NCC1CCCO1 (stereo not drawn)	103	1	0.0	101	89	104	108	103
Clc1ccc(-n2nnnc2-c2cnc(-c3ccncc3)nc2-c2cccs2)cc1	98	15	0.0	99	70	99	93	97
COc1ccc(/C(C)=N/N=C2/NC(=O)CC(C(=O)O)S2)cc1F (stereo not drawn)	99	2	0.2	91	104	103	101	113
COc1ccc(C(C)=O)cc1CSc1nnc(Nc2ccc(C)cc2)s1	101	10	-1.2	99	119	102	107	102
COc1cc(OC)cc(-c2cc3nc(C)cc(N4CCN(C(=O)c5ccco5)CC4)n3n2)c1	102	8	0.0	112	109	102	104	91
O=C(Nc1ccccc1F)C1CCCN1S(=O)(=O)c1ccc(Cl)cc1 (stereo not drawn)	100	0	0.0	103	81	101	99	99

# Only Efflux pump inh (4 entries from above):
Compound	Efflux pump inh
N#Cc1nc(-c2cccc(Cl)c2)oc1N1CCC(C(N)=O)CC1	0.0
CC1(C)CC(=O)C2=C(C1)OC(N)=C(C#N)C2c1ccccc1[N+](=O)[O-] (stereo not drawn)	-0.1
COc1cc(OC)cc(-c2cc3nc(C)cc(N4CCN(C(=O)c5ccco5)CC4)n3n2)c1	0.0
CCCC1CC(CCc2ccccc2)OS(=O)(=O)N1 (stereo not drawn)	-0.1

# Other compounds follow:
molecule	AGP1 TOR yeast	AHR act	Efflux pump inh	LAP4 TOR yeast	Yeast superoxide	MEP2 TOR yeast	CIT2-GFP yeast	RPL19A TOR yeast
COc1ccc(NC(=O)CN(C)C(=O)C(C)N2C(=O)c3ccccc3C2=O)cc1 (stereo not drawn)	104	-1	-0.1	101	104	105	93	95
CC(=O)c1ccc(NC(=O)Cc2cccs2)cc1	96	23	-0.2	90	92	101	100	101
O=c1cc(O)n(-c2ccc(F)cc2)c(=S)[nH]1	98	-3	0.0	88	87	92	98	99
CC(C)NC(=O)CCCc1ccccc1	97	2	0.2	111	83	100	90	95
CCOc1ccccc1C(=O)NCCCN1CCN(CCCNC(=O)c2ccccc2OCC)CC1	102	-1	-0.1	98	113	103	103	101
Nc1ccccc1-n1cccc1	75	56*	0.0	125	96	97	73	94
Cc1cccc(NC(=O)CCn2c(=O)oc3ccccc32)c1	105	4	0.2	107	112	113	106	111
COc1cc([C@@H]2CC=C(C(=O)O)[C@H](c3ccccc3F)N2S(=O)(=O)c2ccc(C)cc2)cc(OC)c1OC	100	-3	0.0	104	93	107	95	98

# (list continues)
# Value order – AGP1 TOR yeast, AHR act, Efflux pump inh, LAP4 TOR yeast, Yeast superoxide, MEP2 TOR yeast, CIT2-GFP yeast, RPL19A TOR yeast
> Nc1ccccc1N1CCN(C(=O)c2ccccc2)CC1
 : 108, 0, 0.0, 104, 98, 108, 110, 106
> COc1cc(C(=O)NCCC(=O)NCCCN2CCCCC2)cc(OC)c1OC
 : 94, 0, -0.3, 91, 79, 97, 94, 91
> O=C(/C=C\c1ccc2c(c1)OCO2)CC1(O)C(=O)Nc2ccccc21 (stereo not drawn)
 : 90, 11, -0.1, 106, 101, 112, 98, 91
> O=C(O)c1c(C(=O)O)c(-c2ccc(Cl)c(Cl)c2)n2c1CSC2
 : 101, 0, 0.2, 112, 101, 100, 93, 95
> Cc1cc(NC(=O)c2ccc([N+](=O)[O-])cc2)n(CCC#N)n1
 : 107, 1, 0.0, 98, 93, 109, 109, 109
> CC(=O)Nc1nnc(SCC(=O)NC2CCCC2)s1
 : 101, 1, -0.1, 91, 89, 101, 104, 103
> OCCN=C1CCCc2c1[nH]c1ccc(Cl)cc21
 : ., 8, 0.6*, ., 107, 92, ., 102
> CC(CN1CCCCC1)OC(=O)c1ccc(Cl)cc1 (stereo not drawn)
 : 106, 1, -0.1, 101, 102, 100, 103, 102
> COCCCn1c(=O)/c(=C\c2cccc(OC)c2OC)s/c1=C(/C#N)C(=O)Nc1ccc(C(=O)O)cc1
 : 104, 6, 0.1, 101, 119, 105, 90, 105
> O=S(=O)(NCC1CCCO1)c1ccc(Cl)nc1 (stereo not drawn)
 : 107, -2, 0.1, 93, 100, 104, 99, 96
> Cc1ccc(C(=O)Nc2ccc(Br)cc2)cc1S(=O)(=O)Nc1ccccn1
 : 109, 6, 0.1, 95, 91, 105, 107, 106
> COC(=O)Oc1ccc(/C=N/NC(=O)CSCc2ccc(Cl)cc2)cc1OC
 : 101, 0, 0.1, 93, 124, 106, 104, 112
> COc1ccc(C(=O)C(C)OC(=O)CNC(=O)C2CCCCC2)cc1 (stereo not drawn)
 : 90, -2, 0.2, 87, 90, 92, 87, 90
> CC(=O)SC(C)CC(=O)Nc1ccccc1 (stereo not drawn)
 : 107, 2, -0.1, 99, 89, 109, 99, 98
> COCCOC(=O)C1=C(C)N=C2SCCC(=O)N2C1c1cccc(Br)c1 (stereo not drawn)
 : 105, -1, 0.2, 92, 89, 100, 82, 104
> Oc1cc2c(cc1O)C(c1ccccc1)CNCC2 (stereo not drawn)
 : 92, -1, 0.0, 106, 105, 95, 86, 99
> CCCCNC(=O)c1cc(-c2ccc(OC)c(OC)c2)on1
 : 103, -2, 0.1, 113, 79, 114, 101, 101
> COc1ccc(C(=O)C(CN2CCOCC2)c2ccccc2)cc1 (stereo not drawn)
 : 70, 1, 0.0, 91, 104, 93, 60, 106
> Cc1cc(C)nc(SC/C=C/c2ccccc2)n1
 : 94, 7, 0.2, 107, 98, 108, 94, 99
> CC(=O)Nc1cccc(-c2nc3ccccc3[nH]2)c1
 : 103, 47*, -0.1, 104, 79, 90, 98, 97
> CCOc1cc(N2CCOCC2)c(OCC)cc1NC(=O)c1ccc(S(C)(=O)=O)cc1
 : 96, 3, 0.0, 103, 96, 98, 104, 112
> Cc1ccc(Nc2ccc(C(=O)O)cc2[N+](=O)[O-])cc1
 : 81, 2, 0.0, 140, 115, 128, 94, 108
> CCc1cc2c(=O)[nH]c(Cc3ccccc3)nc2s1
 : 88, 7, 0.6, 98, 108, 99, 83, 98
> CCOC(=O)N1CCC(O)(c2cc(C)c(C)cc2C)CC1
 : 99, 1, 0.3, 103, 88, 106, 100, 97
> C=CCNC(=S)N1CCc2[nH]c3ccccc3c2C1
 : 102, 74*, 0.1, 109, 100, 101, 93, 99
> Cc1cc(NCc2ccccn2)n2nc(C)c(-c3ccc(Cl)cc3)c2n1
 : 97, 16, 0.0, 126, 91, 103, 90, 100
> O=C(Cn1cc(C(=O)COc2ccccc2)c2ccccc21)NCc1ccco1
 : 100, 3, 0.1, 109, 96, 108, 103, 102
> Cc1ccccc1Nc1scc(-c2ccc(Br)cc2)[n+]1-c1ccccc1C
 : 96, 2, 0.1, 97, 99, 100, 99, 104
> CCCCNC(=O)Cn1cnc2sc(C)c(S(=O)(=O)N3CCN(c4ccccc4OC)CC3)c2c1=O
 : 93, 2, 0.1, 85, 100, 89, 92, 93
> COCCCNCCCCSc1ccc(Cl)cc1
 : 105, 1, -0.6, 107, 91, 92, 103, 106

# Compounds shown so far containing a furan ring, fused or not:
# Value order – AGP1 TOR yeast, AHR act, Efflux pump inh, LAP4 TOR yeast, Yeast superoxide, MEP2 TOR yeast, CIT2-GFP yeast, RPL19A TOR yeast
> CCOc1ccc2nc(NC(=O)c3ccc(C)o3)sc2c1
 : 88, -7, -0.1, 103, 93, 90, 84, 97
> COc1cc(OC)cc(-c2cc3nc(C)cc(N4CCN(C(=O)c5ccco5)CC4)n3n2)c1
 : 102, 8, 0.0, 112, 109, 102, 104, 91
> O=C(Cn1cc(C(=O)COc2ccccc2)c2ccccc21)NCc1ccco1
 : 100, 3, 0.1, 109, 96, 108, 103, 102
